Screens (PubChem BioAssay)
S3 lipid droplet = qHTS Assay for Lipid Storage Modulators in Drosophila S3 Cells; Drosophila S3 cells, BODIPY lipid droplet fluorescence, 18-24 h; cells fed with added oleic acid; lipid storage change, negative = inhibition, % at the top dose, mostly 46.1 µM; hits show Potency in µM; actives 0.64% (n = 320,000); active = well fitted inhibition curve with a large enough effect in the signal ratio, with a control signal flat, not every such curve was filed as active; inconclusive = small, poorly fitted or top-dose-only effect, or effect the other way, or a change in a side signal; the % refers to the signal ratio
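Drosophila S3 cells loaded with oleic acid (400 uM, as added) and compounds at several concentrations; lipid droplets imaged by 488-nm laser-scanning cytometry, 500–530 nm intensity and object ratio to cell channel. Percent activity normalized to 20 uM Triacsin C.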
S3 lipid droplet cell count max = recorded beside S3 lipid droplet, whose call it bears; cell number change, %; measured here: cell count max response;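 cells counted by Cell Tracker Red CMTPX staining in the red channel; peak over a dose series mostly up to 46.1 µM; percent activity relative to internal control wells on each plate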
Numbers without * were called inactive; i = inactive; ? = inconclusive; · = no result given; [ ] = remark or other dose. % is scaled to controls: 0 for no effect and ±100 for the full control effect; potency is read from the fitted curve at half-maximal effect. The list is partial; rates above refer to the full screens.

Second line of a record: S3 lipid droplet | S3 lipid droplet cell count max
COc1ccc(CN2CCCC(C(=O)Nc3cccc(-n4cccn4)c3)C2)c(F)c1 (stereo not drawn)
  -1% | -8
COc1ccc(-n2nc3cc(C)c(N)c(Br)c3n2)cc1
  ? | ·
O=C1CC2(CON=C2c2ccc(F)cc2)C(=O)N1c1ccc(F)cc1 (stereo not drawn)
  ? | ·
Cc1noc(C)c1COc1cccc(C(=O)N(C)Cc2nc3ccccc3c(=O)[nH]2)c1
  i | -1
COc1ccc(-c2noc(CSc3nc4ccccc4c(=O)n3-c3ccccc3)n2)cc1
  -7% | -6
Cc1ccccc1-n1c(C)nc2ccccc21
  ? | ·
COCCCNC(=O)Cn1c(=O)n(Cc2ccccc2Cl)c(=O)c2cc(OC)c(OC)cc21
  i | ·
CCCN(CC(=O)Nc1ccccc1OC)C(=O)CCC(=O)c1ccc(Cl)s1
  -4% | -13
NC(=O)CC1(CC(=O)O)CCCCC1
  i | 20
Cc1cc(Br)ccc1NC(=O)CNC(=O)CSc1ncccn1
  -6% | -10
Cc1cc(C(=O)N/N=C/c2cccn2C)no1
  4% | 7
Cc1cccc(C(=O)N[C@H](C(=O)Nc2nc3ccccc3[nH]2)C(C)C)c1
  ? | ·
COC(=O)[C@]1(Cc2ccccc2)N[C@H](c2ccc(-c3ccc(Cl)c(Cl)c3)cc2)[C@@H]2C(=O)N(C)C(=O)[C@@H]21
  ? | ·
O=C(NCc1ccco1)c1cnn2cccnc12
  ? | ·
O=C(c1cccc(Cl)c1)N1CCN(C2CCCCC2)CC1
  i | -10
COc1cc(CN2CCC(C(=O)NC3CCCC3)CC2)cc(OC)c1O
  ? | ·
CCc1ccccc1NC(=O)C1CCCN1C(=O)Nc1ccc(C)cc1 (stereo not drawn)
  i | -4
CCOC(=O)C1CCCN(c2nc(C)nc3c2oc2ccccc23)C1 (stereo not drawn)
  0% | -25
COc1ccc(C2=Nn3c(nnc3-c3ccccn3)SC2)cc1OC
  ? | ·
O=C(CCC1CCCCC1)NCc1ccccn1
  ? | ·
O=C(/C=C/c1ccc(S(=O)(=O)N2CCOCC2)cc1)N1CCN(c2ccc(F)cc2)CC1
  ? | ·
CCCCn1c(C)nc2cc(S(=O)(=O)N3CCOCC3)ccc21
  ? | ·
COc1cc(C(C(=O)NC2CCCCC2)N(Cc2cccs2)C(=O)Cc2c[nH]c3ccccc23)cc(OC)c1OC (stereo not drawn)
  ? | ·
O=C(O)CSc1nnc(NC(=O)c2ccc3c(c2)OCO3)s1
  -17% | -18
COc1ccc(C(O)(CCc2ccccc2)CCN2CCCCC2)cc1 (stereo not drawn)
  1% | 3
CCc1nnc(NC(=O)C(C)C)s1
  -8% | -6
CC(=O)NC1=NC(=O)/C(=C/c2cc(C)n(-c3ccc(NC(C)=O)cc3)c2C)S1
  2% | 14
CCCOc1cccc(C2C(C(=O)c3cccs3)=C(O)C(=O)N2CCN2CCOCC2)c1 (stereo not drawn)
  -10% | 2
CCOC(=O)CN=C(NS(=O)(=O)c1ccc(Cl)cc1)c1ccccc1
  ? | ·
COc1ccc(OC)c(NC(=O)Cn2cccc2)c1
  ? | ·
CCCCn1c(SCC(=O)NNC(=O)c2ccco2)nnc1-c1ccco1
  ? | ·
COc1cc(C(=S)N2CCCCC2)ccc1OCC(=O)N1CCCC1
  ? | ·
COc1ccc(-c2c(-c3ccc(OC)cc3O)nc(C)nc2C(F)(F)F)cc1
  ? | ·
Cc1cc(F)ccc1NC(=O)c1ccc(NS(=O)(=O)c2cc(C(C)(C)C)ccc2C)cc1
  13% | 14
C=CCN1C(=O)C(C)(C)Nc2ccccc21
  ? | ·
O=C(CSCc1nc2scc(-c3cccs3)c2c(=O)[nH]1)Nc1ccccn1
  ? | ·
O=C(Oc1ccccc1N1C(=O)C2CCCCC2C1=O)c1ccccc1F (stereo not drawn)
  ? | ·
Cn1c(SCc2cccc([N+](=O)[O-])c2)nc2c(c1=O)SCC2
  6% | -24
CN(Cc1ccc(F)cc1)C(=O)COc1ccc2ccccc2c1
  ? | ·
Cc1cc(C(=O)OCC(=O)Nc2ccc(F)c(F)c2)c(C)o1
  ? | ·
CCCCn1c(SCC(=O)NCc2cccs2)nc2c1c(=O)n(C)c(=O)n2C
  ? | ·
C/C(=N\NC(=O)c1csc2ccccc12)c1ccc(O)cc1
  ? | ·
O=S(=O)(NNC(=S)NCC1CCCO1)c1cc(Cl)ccc1Cl (stereo not drawn)
  5% | ·
CC(=O)N/C(=C/c1ccc2c(c1)OCO2)C(=O)N1CCOCC1
  10% | -18
CCCCN(C(=O)c1cccc(S(=O)(=O)N2CCOCC2)c1)c1c(N)n(CCC)c(=O)[nH]c1=O
  ? | ·
Cc1ccc(C)c(NC(=O)CN(C)C(=O)COc2cccc3c2OC(C)(C)C3)c1
  ? | ·
CCOC(=O)N1CCC2(CC1)C(C#N)=C(N)OC1=C2C(=O)CCC1
  ? | ·
O=C(Nc1cccc(Cl)c1)c1cnn2cccnc12
  ? | ·
Cc1ccc(Nc2nc3ccccc3n3nnnc23)cc1
  4% | -12
CCc1cccc(NC(=O)c2cc(S(=O)(=O)N(C)C)ccc2N2CCCC2)c1
  ? | ·
COc1ccc(C)cc1Nc1cc(C)nc2ncnn12
  -3% | 0
CC(C)c1ccc(N(C(=O)CNC(=O)c2ccco2)C(C(=O)NC2CCCC2)c2ccncc2)cc1 (stereo not drawn)
  i | 11
O=C1c2ccccc2C(=O)N1c1ccc(Cl)cc1
  ? | ·
COc1ccc(CCNC(=O)c2sc3nc4n(c(=O)c3c2C)CCC4)cc1
  ? | ·
COC(=O)C(NC(=O)c1ccccc1)(Nc1cc(C)cc(C)n1)C(F)(F)F (stereo not drawn)
  -2% | 6
Cc1ccc(/C=C/C(=O)Nc2ccc(S(=O)(=O)Nc3ncccn3)cc2)cc1
  -16% | -10
Cc1ccc(N2CC(C(=O)N3CCN(C(=O)c4ccco4)CC3)CC2=O)cc1 (stereo not drawn)
  ? | ·
O=C(NCC(=O)N1CCN(C(=O)c2ccco2)CC1)c1cccc(Cl)c1
  ? | ·
COc1ccc(-c2ocnc2C(=O)NCc2nn(-c3ccccc3)nc2C)cc1
  10% | 2
CCC1(c2ccc(F)cc2)NC(=O)N(CC(=O)Nc2ccc(-c3nc4ccc(C)cc4s3)cc2)C1=O (stereo not drawn)
  ? | ·

Next structures.
Second line of a record: S3 lipid droplet | S3 lipid droplet cell count max
C/C(=N\NC(=O)CSc1nc2ccccc2o1)c1cccc(O)c1
  ? | ·
Cc1ccc(CN2CCC(CNC(=O)Nc3ccccc3F)CC2)cc1
  19% | 2
O=C(N/N=C/c1ccc(Br)s1)c1cccnc1
  0% | -5
COc1cccc(C(=O)NNC2OC(CO)C(O)C2O)c1 (stereo not drawn)
  ? | ·
Nc1scc[n+]1Cc1cccc2cccnc12
  15% | -1
Cc1ccc2cc(COC(=O)C3CCCO3)c(=O)[nH]c2c1 (stereo not drawn)
  11% | 9
Cc1ccc(C2(c3noc(CN(C)Cc4ccccn4)n3)CCCC2)cc1
  0% | -2
O=C(N/N=C/c1cccnc1)c1cccc(NC(=O)c2ccccc2Cl)c1
  i | ·
CC1CCCC(C)N1CCNC(=O)CCn1nc(-c2ccccc2)ccc1=O (stereo not drawn)
  ? | ·
Cc1ccc(NS(=O)(=O)c2cccc(C(=O)NCCc3c[nH]c4ccccc34)c2)c(C)c1
  -22% | -9
O=C1c2ccccc2C(=O)N1CN(C(=O)c1ccccc1)c1ccc(O)cc1
  13% | 16
Oc1ccc(/C=N/NC(=S)NCc2ccco2)cc1
  -4% | 6
O=C(CCC(=O)N1CCCC1)N1CCCC1
  i | -24
O=C(Nc1cccnc1)c1cc(-c2ccc(Cl)cc2Cl)on1
  ? | ·
COc1ccccc1CC(=O)Nc1cc(C)ccn1
  ? | ·
CCn1c2ccccc2c2nnc(SCc3cc(=O)n4ccsc4n3)nc21
  ? | ·
N#CC1=C(N)N2C(=C(C#N)C1c1ccc(Br)cc1)Nc1ccccc12 (stereo not drawn)
  ? | ·
CCN1CCN(CCNC(=O)c2ccc(CS(=O)c3ccc(Br)cc3)o2)CC1 (stereo not drawn)
  ? | ·
CCN(CC)c1ccc(N2C(=O)c3ccccc3C2=O)cc1
  ? | ·
Cn1c(NC(=O)c2ccc(Cl)cc2Cl)cc(=O)n(C)c1=O
  ? | ·
Cc1ccc(S(=O)(=O)N2CCCC(C(=O)N3CCN(C)CC3)C2)cc1 (stereo not drawn)
  ? | ·
COc1ccc(C)cc1NC(=O)CSc1nnc(-c2ccc(C)cc2)o1
  ? | ·
CC1Oc2ccccc2N(CC(=O)N2CCCCC2)C1=O (stereo not drawn)
  i | 17
Cc1ccc(NC(=O)CNC(=O)C2CCCCC2)nc1
  i[0.0737 µM] | 23
O=C(CNC(=O)c1ccc(OC(F)F)cc1)Nc1cccc(S(=O)(=O)N2CCCC2)c1
  ? | ·
Nc1ccc(O)c(-c2nc3ccccc3s2)c1
  ? | ·
COC(=O)c1cccc(N(C(=O)c2cnccn2)C(C(=O)NCc2ccccc2)c2ccco2)c1 (stereo not drawn)
  22% | 17
COc1ccc(C(=O)N/C(=C\c2cn(C)c3ccccc23)C(=O)NCCN2CCOCC2)cc1OC
  ? | ·
CCOC(=O)N1CCN(c2nc(-c3ccc(OC)cc3)no2)CC1
  28% | 0
CC(=O)NC12CC3CC(C1)CC(C(=O)N1CCN(S(=O)(=O)c4cccs4)CC1)(C3)C2
  -5% | 7
O=C(Nc1ccc(OC(F)(F)C(F)F)c(NC(=O)c2cccc(F)c2)c1)c1cccc(F)c1
  ? | ·
CCNc1c2c(nc3ccccc13)CC(C)(C)CC2=O
  2% | -6
CCOC(=O)c1c(NC(=O)CSc2ncn[nH]2)sc(C(C)=O)c1C
  ? | ·
Cc1cccc(NC(=O)c2ccc(COc3cccc4ccccc34)o2)n1
  23% | ·
COc1ccc(C)cc1NC(=O)C1CCN(S(=O)(=O)c2cccc3nonc23)CC1
  3.7µM* | 16*
CC(Sc1ccccc1)C(=O)Nc1ccc(N2CCOCC2)cc1 (stereo not drawn)
  ? | ·
O=C(Cn1c(=O)sc2ccccc21)NCCOc1ccccc1F
  ? | ·
Cc1ccc(NC(=O)c2ccc3nsnc3c2)c(Cl)c1
  i | -6
Cc1cccc(-n2c(N)cc(=O)nc2SCC(=O)Nc2nnc(C)s2)c1
  ? | ·
Cc1ccc(-n2c3nc(=O)[nH]c(=O)c-3cc3c(C)nn(-c4ccccc4)c32)c(C)c1
  ? | ·
CCOC(=O)/C(C#N)=C/c1cn(CCC(=O)O)nc1-c1cccc(Br)c1
  ? | ·
Cc1ccc(-c2nc(CS(=O)(=O)CC(=O)NC3CC3)c(C)o2)cc1
  ? | ·
O=C1CC(c2ccccc2)CN1Cc1ccccc1 (stereo not drawn)
  ? | ·
CC(NC(=O)c1ccccc1SCC(=O)N1CCCC1)c1ccc(F)cc1 (stereo not drawn)
  ? | ·
CC(C)[C@H](NC(=O)OC(C)(C)C)C(=O)N/N=C/c1ccc2nccnc2c1
  2% | 18
O=C(Nc1cccc(NC(=O)c2cccs2)c1)c1ccc2c(c1)OCO2
  ? | ·
COc1ccccc1-n1c(C)nnc1SCC(=O)Nc1cccc(C(C)=O)c1
  ? | ·
CC(=O)Nc1ccc(OC(=O)c2ccc(Br)c([N+](=O)[O-])c2)cc1
  ? | ·
CCc1ccc(-n2c(C)nc3cc(C(=O)NCc4cccnc4)ccc32)cc1
  ? | ·
O=C(N1CCOCC1)N1CCN(S(=O)(=O)c2ccccc2)C1
  ? | ·
CN1C[C@@H]2C(c3ccc(Cl)nc3)C3(c4ccccc4)CC2(C3)[C@H]1c1ccccc1 (stereo partly drawn)
  13% | 8
CCn1ccnc1CN(C)Cc1cn[nH]c1-c1ccc(F)cc1F
  13% | 2
CC(=O)N1N=C(c2cccc([N+](=O)[O-])c2)OC1c1ccccc1Cl (stereo not drawn)
  ? | ·
O=C(NCc1cccc(Cl)c1)c1cnccn1
  ? | ·
Cc1c(Cl)cccc1NC(=O)CCN1CCCCCC1
  17% | 30
